# PGK inhibitor: qHTS Assay to Find Inhibitors of Phosphoglycerate Kinase. AID 602233, 2012. Phosphoglycerate kinase, glycosomal (Trypanosoma brucei brucei), P07378. PGK/GAPDH coupled, Kinase-Glo luminescence, 60 min. 0.043% of 380,000 active. Potency, µM (highest dose often 57.5 µM), inactives show at the highest dose activity change, negative = inhibition, most hits filed as inhibitors; note: potency is the fitted concentration of half-maximal effect; % is set by controls: 0 for no effect and ±100 for the full control effect; nearly all actives have a fitted effect of over 60% in size
#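 Recombinant glycosomal PGK reaction used 1,3-bisphosphoglycerate generated in-well by GAPDH (100nM final) in 100mM TEA pH 7.6, 5mM MgCl2, 0.01% Tween-20. After 60 minutes at room temperature, ATP was read by Kinase-Glo Plus luminescence end-point.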
# Pin1 inh: qHTS Assay to Find Inhibitors of Pin1 | Pin1 FP peptide displacement, HiFluor488, 10 min | Potency, µM (top dose mostly 115 µM), inactives show at the top dose activity, negative = inhibition, hits mostly inhibitors | AID 504891, 2011 | Peptidyl-prolyl cis-trans isomerase NIMA-interacting 1 (Homo sapiens), Q13526 | 0.009% of 390,000 active; active = well fitted inhibition curve with a large enough effect in the polarisation, with a control signal flat, not every such curve was filed as active; inconclusive = small, poorly fitted or top-dose-only effect, or effect the other way, or a change in a side signal; inactive = no such curve, though single readings can be large or run the other way; the % refers to the polarisation; note: potency is the fitted concentration of half-maximal effect; % is set by controls: 0 for no effect and ±100 for the full control effect
# HP1b binding inh: HTS for Inhibitors of HP1-beta Chromodomain Interactions with Methylated Histone Tails; Chromobox protein homolog 1 (Homo sapiens), P83916; AlphaScreen HP1-beta / biotin-H3K9me3 peptide binding; Potency, µM (top dose mostly 114 µM), for inactives: top-dose activity change, negative = inhibition, usual class: inhibitors; 0.56% of 390,000 active; AID 540317, 2011; note: potency is the fitted concentration of half-maximal effect; nearly all actives have a fitted effect of over 70% in size; inactives centre near 23
#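 Compound inhibition of the preformed complex between 50 nM HP1-beta and 50 nM biotinylated H3K9me3 peptide was read by AlphaScreen. Buffer was PBS pH 7.4 with 0.01% Tween-20. Incubations ran 30 min at room temperature, with 10 ug/mL donor/acceptor beads.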
# JMJD2A Tudor inh: qHTS Assay for Inhibitors of JMJD2A-Tudor Domain | 4.4% of 390,000 active | Lysine-specific demethylase 4A (Homo sapiens), O75164 | AlphaScreen JMJD2A-Tudor / H3K4me3 peptide binding | Potency, µM (series often up to 114 µM), without a hit: at the top dose activity change, negative = inhibition, usual class: inhibitors | AID 504339, 2011; note: potency is the fitted concentration of half-maximal effect; % is set by controls: 0 for no effect and ±100 for the full control effect; nearly all actives have a fitted effect of over 50% in size
# Target sequence (O75164 whole entry, looked up, the tested form may be a part): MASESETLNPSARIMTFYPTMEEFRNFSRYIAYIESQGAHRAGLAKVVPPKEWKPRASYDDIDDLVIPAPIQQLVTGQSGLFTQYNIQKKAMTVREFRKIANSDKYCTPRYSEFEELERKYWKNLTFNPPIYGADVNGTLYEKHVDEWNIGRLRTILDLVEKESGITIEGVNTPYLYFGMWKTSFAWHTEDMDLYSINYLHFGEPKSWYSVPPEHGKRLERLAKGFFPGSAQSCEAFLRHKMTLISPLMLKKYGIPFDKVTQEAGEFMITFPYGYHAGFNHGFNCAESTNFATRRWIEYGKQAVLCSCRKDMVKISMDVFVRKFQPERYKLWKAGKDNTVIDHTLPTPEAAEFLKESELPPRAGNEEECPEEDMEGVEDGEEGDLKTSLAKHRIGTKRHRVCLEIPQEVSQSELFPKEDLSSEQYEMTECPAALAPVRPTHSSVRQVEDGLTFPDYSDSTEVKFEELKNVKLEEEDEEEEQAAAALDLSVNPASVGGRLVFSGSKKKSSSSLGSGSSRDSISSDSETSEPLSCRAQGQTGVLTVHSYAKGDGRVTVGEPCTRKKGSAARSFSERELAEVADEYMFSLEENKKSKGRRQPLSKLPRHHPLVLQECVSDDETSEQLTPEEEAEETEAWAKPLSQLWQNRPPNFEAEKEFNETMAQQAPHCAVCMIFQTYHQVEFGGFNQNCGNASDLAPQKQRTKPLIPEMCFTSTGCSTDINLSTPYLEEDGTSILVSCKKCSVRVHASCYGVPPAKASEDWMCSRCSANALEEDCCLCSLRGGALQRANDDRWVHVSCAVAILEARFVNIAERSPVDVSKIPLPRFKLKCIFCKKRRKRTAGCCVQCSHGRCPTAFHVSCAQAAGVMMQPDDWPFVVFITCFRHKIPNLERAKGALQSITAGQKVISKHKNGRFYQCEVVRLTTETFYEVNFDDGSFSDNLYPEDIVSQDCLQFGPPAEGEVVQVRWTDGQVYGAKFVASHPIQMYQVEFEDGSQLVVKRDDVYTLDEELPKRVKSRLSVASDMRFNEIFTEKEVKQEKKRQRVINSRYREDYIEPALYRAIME
# G9a inh: qHTS Assay for Inhibitors of Histone Lysine Methyltransferase G9a | 8.8% of 350,000 active | Potency, µM (highest dose often 102 µM), without a hit: top-dose activity, negative = inhibition, actives largely listed as inhibitors | G9a H3K9 monomethylation, AlphaScreen, 2 h | Histone-lysine N-methyltransferase EHMT2 (Homo sapiens), Q96KQ7; note: potency is the fitted concentration of half-maximal effect; % is set by controls: 0 for no effect and ±100 for the full control effect; nearly all actives have a fitted effect of over 75% in size
#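 Enzyme 20 nM + cpd, 15 min RT; add b-H3K9 pep 500 nM / SAM 20 uM; 2 h RT; anti-H3K9me1 Ab 0.5 ug/mL + SA donor / anti-rabbit acceptor beads 20 ug/mL each, 10 min; AlphaScreen read.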
# BAZ2B inh: qHTS Assay for Inhibitors of BAZ2B. Bromodomain adjacent to zinc finger domain protein 2B (Homo sapiens), Q9UIF8. AlphaScreen BAZ2B-H3K14Ac peptide displacement. 4.4% of 360,000 active. Potency, µM (series often up to 114 µM), for inactives: at the top dose activity change, negative = inhibition, hits mostly inhibitors. AID 504333, 2011; note: potency is the fitted concentration of half-maximal effect; % is set by controls: 0 for no effect and ±100 for the full control effect; nearly all actives have a fitted effect of over 60% in size
#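 AlphaScreen luminescence quantifies BAZ2B engagement of H3K14Ac peptide; the protein and biotinylated peptide are both at 50 nM final, buffer PBS pH 7.4 with 0.01% Tween-20, all steps at room temperature.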
# PI4K2A block: qHTS for small molecular inhibitors of PI4K2A | purified PI4K2A, ADP-Glo luminescence, 1 h; hits give low values | activity change, negative = inhibition, % at 76.9 µM | Phosphatidylinositol 4-kinase type 2-alpha (Homo sapiens), Q9BTU6 | 0.13% of 420,000 active | AID 1346378, 2018; in the data active = activity change below about -50%; inconclusive = mostly about -30% to -49%;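 note: -100% = wells without enzyme as full effect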
#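 Compounds are screened against recombinant PI4K2A using PI as substrate and ATP, the latter dispensed at 300 microM. Reactions run one hour at ambient temperature before ADP-Glo detection; full inhibition defined by wells lacking enzyme.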
# GLS inhibitor: qHTS for Inhibitors of Glutaminase (GLS). GLS enzymatic activity, qHTS titration. Potency, µM (titrated, usually from 45.5 µM), inactives show at the highest dose activity change, negative = inhibition, hits mostly inhibitors. 0.21% of 410,000 active; note: potency is the fitted concentration of half-maximal effect; % is set by controls: 0 for no effect and ±100 for the full control effect
#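 hKGA in 45 mM KH2PO4 pH 8.2, 0.02% Tween-20 with pin-transferred compounds; 1 mM L-glutamine (stock) plus glutamate oxidase/HRP/Amplex Red coupling added. Fluorescence read initially and after 30 min at RT.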
# ERG-DNA inh: qHTS for Small Molecule Inhibitors of the ERG Ets/DNA interaction. Transcriptional regulator ERG (Homo sapiens), P11308. fluorescence polarization, His-ERG Ets domain / labelled DNA. Potency, µM (series often up to 76.9 µM), for inactives: top-dose FP activity, negative = inhibition, hits mostly inhibitors. 0.028% of 370,000 active. AID 624246, 2012; active = well fitted inhibition curve with a large enough effect in the polarisation, with a control signal flat; inconclusive = small, poorly fitted or top-dose-only effect, or effect the other way, or a change in a side signal; inactive = no such curve, though single readings can be large or run the other way; the % refers to the polarisation;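 note: polarization taken with two DNA probes labelled with fluorescein and Texas red; potency is the fitted concentration of half-maximal effect; % of control where 0% means no effect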
#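 His-tagged ERG Ets domain (1 uM in the protein solution; 300mM KCl, 50mM Tris-HCl, 1mM EDTA, 1mM DTT, pH 7.5) received compound, then a probe mix of 5 nM fluorescein-DNA and 100nM Texas-615-DNA. Fluorescence polarization was read for both dyes.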
# An asterisk follows results filed as active; i = inactive; ? = inconclusive; · = not tested or not shown; [ ] = dose if it differs, or a comment. Unless noted, calls come from the whole dose curve; as a rule, active = well fitted curve in the direction sought with a large enough effect; inconclusive = small, poorly fitted or top-dose-only effect, or another doubt; inactive = no such curve, though single readings can be large; an effect the other way counts as inactive or inconclusive.
SMILES,PGK inhibitor,Pin1 inh,HP1b binding inh,JMJD2A Tudor inh,G9a inh,BAZ2B inh,PI4K2A block,GLS inhibitor,ERG-DNA inh
Cc1cccc(C(=O)Nc2cccc(OCc3cc(=O)n4ccccc4n3)c2)c1,7%,-2%,11%[57 µM],-4%,2%[59 µM],4%,4,1%,9%
O=C(Cc1ccccc1[N+](=O)[O-])OCC(=O)c1c[nH]c2ccccc12,0%,2%,11%,-25%,-45%,-9%,3,-3%,16%
CCOc1ccc(C2C(C(=O)c3ccco3)=C(O)C(=O)N2CCCn2ccnc2)cc1 (centres undefined),-10%,4%,22%,45µM*,?,-2%,1,-12%,-1%
COC(=O)c1c(NC(=O)Cc2ccccc2)sc(C)c1C,2%,?,44%[activator],24%,-29%[59 µM],9%,10,5%,-3%
COC(=O)c1ccc(NC(=S)NCCCn2ccnc2)cc1,-11%,-7%,4%,-23%,-10%,79µM*,1,0%,1%
Cc1nn(C)c(C)c1/C=C(\C#N)C(N)=O,-2%,0%,21%,-10%,14%[59 µM],10%,7,-2%,-11%
NC(=O)C1CCCN1Cc1ccc2c(c1)OCO2 (centres undefined),-3%,-6%,20%,1%,·,·,-3,2%,·
CNC(=O)NC(=O)Cn1nc2n(c1=O)-c1ccccc1SC2,-5%,-10%,-1%,-9%,·,4%,-2,6%,-6%
Cc1ccc(-c2nc3ccccn3c2C=O)cc1,-4%,2%,14%,-13%,·,-3%,1,-9%,-11%
COc1cc(C(=O)Nc2ccncc2)c([N+](=O)[O-])cc1OC,-2%,-9%,34%,-2%,·,-17%,1,3%,-9%
CCCCCNc1nc2sc3c(c2c(=O)n1-c1cccc(Cl)c1)CCN(C)C3,2%,21%,-5%,-21%,50µM*,-23%,-21,-11%,9%
O=c1c(O)cccc2cc(O)c(O)c(O)c12,0.79µM*,·,?,0.89µM*,0.56µM*,0.79µM*,?,1.6µM*,5%

# 3 of these compounds, reformatted.
# The line under a structure holds: PGK inhibitor | Pin1 inh | HP1b binding inh | JMJD2A Tudor inh | G9a inh | BAZ2B inh | PI4K2A block | GLS inhibitor | ERG-DNA inh
Cc1cccc(C(=O)Nc2cccc(OCc3cc(=O)n4ccccc4n3)c2)c1
  7% | -2% | 11%[57 µM] | -4% | 2%[59 µM] | 4% | 4 | 1% | 9%
O=C(Cc1ccccc1[N+](=O)[O-])OCC(=O)c1c[nH]c2ccccc12
  0% | 2% | 11% | -25% | -45% | -9% | 3 | -3% | 16%
CCOc1ccc(C2C(C(=O)c3ccco3)=C(O)C(=O)N2CCCn2ccnc2)cc1 (centres undefined)
  -10% | 4% | 22% | 45µM* | ? | -2% | 1 | -12% | -1%

# (continued)
SMILES,PGK inhibitor,Pin1 inh,HP1b binding inh,JMJD2A Tudor inh,G9a inh,BAZ2B inh,PI4K2A block,GLS inhibitor,ERG-DNA inh
CC(C)CC(CO)N1CCN(C(=O)c2ccc(C(C)(C)C)cc2)CCC1=O (centres undefined),7%,-7%,37%,-7%,14%,21%,0,1%,4%
C=CCn1c2ccccc2c2nnc(SC(CC)C(=O)Nc3nc(C)c(C(=O)OCC)s3)nc21 (centres undefined),-1%,12%,2%,-15%,7%,0%,-6,-3%,6%
CCOC(=O)N1CCC(n2c(SCC(=O)Nc3ccccc3OC)nc3ccccc3c2=O)CC1,4%,10%,12%,-28%,-39%[59 µM],-3%,-6,5%,-1%
COc1cccc(CSc2nc3n(n2)C(CC(C)C)C(C(=O)Nc2ccccc2OC)=C(C)N3)c1 (centres undefined),i,1%,2%,-22%,-1%[59 µM],-13%,1,6%,6%
COc1ncnc(-c2ccccc2)c1-c1ccccc1,-1%,0%,40%[activator],-6%,·,·,-2,-3%,7%
Cc1cccc(C(=O)Nc2sc3c(c2C(=O)NCc2ccco2)CCCC3)c1,-3%,5%,?,13%,-28%[59 µM],5%,-3,-19%,0%
O=C(O)c1ccccc1C(=O)NCc1ccc(F)cc1,-9%,6%,10%,-9%,-28%,4%,-3,10%,5%
Cc1cc(=O)[nH]c2c(C)cc(S(=O)(=O)NCc3ccccc3)cc12,5%,4%,18%,-22%,91%[activator],8%,0,2%,-15%
CCn1cc(C(=O)O)c(=O)c2cnc(N3CCN(C(=S)NC(=O)c4ccccc4Cl)CC3)nc21,i,-3%,44%[activator],-2%,-3%,-12%,2,-6%,-1%
COc1cc(OC)cc(C(=O)NCC2CCCN(Cc3cccc(C(C)=O)c3)C2)c1 (centres undefined),-5%,-4%,38%,-19%,32%,?,-14,-1%,12%
Cc1cc(C)cc(C(=O)N2CC(=O)Nc3ccccc32)c1,-9%,3%,26%,-8%,-1%[59 µM],?,-4,0%,-3%
O=C(Oc1ccccc1C(=O)Oc1ccccc1)c1cccnc1,-8%,-2%,20%,?,9%,3%,0,0%,-3%
COc1ccc(CN(C)CC(=O)NC(C)c2ccccc2)c(OC)c1 (centres undefined),-3%,-6%,?,1.8µM*,?,56µM*,1,3%,77%[activator]
COc1ccc(C(=O)N/C(=C\c2ccc3c(c2)OCO3)C(=O)NCCc2nc3ccccc3[nH]2)cc1,i,-1%,15%,?,12%[59 µM],3%,-5,-5%,3%
CC(CCc1ccccc1)NC(=O)N1CCOCC1 (centres undefined),-5%,0%,36%,1%,25%[59 µM],10%,-6,-1%,-1%
O=C(OCC(=O)N1CCCCCC1)c1n[nH]c(=O)c2ccccc12,3%,2%,16%,-9%,25%[59 µM],1%,0,20%,-5%
Clc1ccc2c(c1)-c1[nH]ncc1CS2,-8%,11%,38%,-20%,?,-5%,3,-13%,5%
CCC1CCCCN1S(=O)(=O)c1ccccc1[N+](=O)[O-] (centres undefined),-2%,?,-18%,-27%,-34%,-12%,0,1%,-8%
CCn1c(-c2cccc(Br)c2)n[nH]c1=S,4%,1%,0%,7.9µM*,?,16%,-2,-6%,0%
COP(=O)(OC)c1nc(-c2ccccc2)oc1N1CCOCC1,-7%,-10%,48%[activator],-4%,11%[59 µM],2%,4,-16%,-7%
CCCN1CCN(C(=O)CCCNC(=O)c2ccc(Cl)cc2)CC1,-1%,0%,1%,-10%,-13%,-5%,3,7%,6%
CCN(CC)c1nc(N(CC)CC)[nH]c(=O)n1,-3%,-6%,32%,0%,·,·,-2,8%,-10%
COC(=O)Nc1ccc(S(=O)(=O)N(CCO)CC(F)(F)C(F)F)cc1,i,7%,34%,9%[57.1 µM],24%[59 µM],-4%,4,-3%,1%
CCCCN=C1NC(=O)C(CC(=O)Nc2ccc(Cl)cc2)S1 (centres undefined),-7%,-3%,18%,1%,3%[59 µM],9%,-4,0%,-1%
Cc1ccc(CNC(=O)c2ccccc2CCc2ccccc2)cc1,·,-2%,78%,20%,6%[12.7 µM],15%,2,-21%,·
CC(=O)NCCCNS(=O)(=O)c1ccc(C)cc1,-8%,-5%,55%[activator],-8%,29%,-2%,1,-1%,11%
Cc1cccc(C)c1NC(=O)CCCSc1nnc(N)s1,i,1%,48%[activator],-2%,50µM*,-3%,-3,-1%,-7%
CC(C)C(=O)Nc1cccc(COc2ccc(CN(CCc3ccccc3)C(=O)OC(C)(C)C)cc2)c1,0%,-5%,41%[activator],-18%,·,·,-4,9%,11%
Cc1ccnc(N2CCCC(C(=O)Nc3ccc(C)c(C)c3)C2)n1 (centres undefined),11%,-2%,0%,0%,-14%,0%,1,3%,-8%
CC1CN(S(=O)(=O)c2cccc(C(=O)NCCc3ccc(S(N)(=O)=O)cc3)c2)CC(C)O1 (centres undefined),0%,-2%,7%[57 µM],-3%,·,·,3,-21%,3%
O=C(Nc1cccc(NC(=O)C2CC2)n1)C1CC1,0%,1%,38%,-2%,-39%[59 µM],0%,2,7%,·
CCCS(=O)(=O)n1nc(-c2ccccc2)cc1N,2%,-16%,39%[activator],-22%,8%,5%,0,2%,-1%
COC(=O)COc1ccc(Oc2nc(SC)nc(N(C)C)n2)nn1,9%,-2%,34%,4%,1%,5%,14,11%,7%
N#Cc1nc(-c2ccc(F)cc2)oc1N1CCCCC1,-4%,-3%,?,?,13µM*,?,-4,-5%,0%
CCNc1nc(N)nc(Oc2ccc(OCC)nn2)n1,-8%,-12%,20%,-4%,-5%[12.7 µM],3%,-3,6%,·
CCCC1(C(=O)O)NC(c2ccccc2O)C2C(=O)N(c3cccc(Cl)c3)C(=O)C21 (centres undefined),-1%,-14%,58%[activator],-14%,-10%,-37%,3,17%,0%
CCOC(=O)c1c(NC(=O)C2CCCN2S(=O)(=O)c2cccc3nsnc23)sc(C)c1C (centres undefined),-11%,-5%,19%,-29%[11.4 µM],·,·,-9,1%,-9%
CC(=O)c1cccc(NC(=O)N2CCCC2C(=O)NC2CCCC2)c1 (centres undefined),-7%,-4%,22%,-5%,18%,-10%,4,-1%,-18%
CCOc1ccc(CNC(=O)C2CCN(C(=O)c3sccc3-n3cccc3)CC2)cc1,·,-6%,20%,-25%,5%[59 µM],-24%,5,-3%,-6%
